Screens as filed in PubChem BioAssay.
Neddyl block = cullin neddylation inhibition; 0.58% of 360,000 active; P61081+Q13564; calls only at 25 µM; TR-FRET cullin neddylation, biochemical; in the data active = inhibition above about 36%
Target sequence (P61081 whole entry, looked up): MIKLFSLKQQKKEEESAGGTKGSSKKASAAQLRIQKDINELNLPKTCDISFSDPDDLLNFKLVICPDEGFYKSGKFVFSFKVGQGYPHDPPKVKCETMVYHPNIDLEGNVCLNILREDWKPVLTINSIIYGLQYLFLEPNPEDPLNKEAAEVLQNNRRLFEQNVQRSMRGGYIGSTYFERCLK
Target sequence (Q13564 whole entry, looked up): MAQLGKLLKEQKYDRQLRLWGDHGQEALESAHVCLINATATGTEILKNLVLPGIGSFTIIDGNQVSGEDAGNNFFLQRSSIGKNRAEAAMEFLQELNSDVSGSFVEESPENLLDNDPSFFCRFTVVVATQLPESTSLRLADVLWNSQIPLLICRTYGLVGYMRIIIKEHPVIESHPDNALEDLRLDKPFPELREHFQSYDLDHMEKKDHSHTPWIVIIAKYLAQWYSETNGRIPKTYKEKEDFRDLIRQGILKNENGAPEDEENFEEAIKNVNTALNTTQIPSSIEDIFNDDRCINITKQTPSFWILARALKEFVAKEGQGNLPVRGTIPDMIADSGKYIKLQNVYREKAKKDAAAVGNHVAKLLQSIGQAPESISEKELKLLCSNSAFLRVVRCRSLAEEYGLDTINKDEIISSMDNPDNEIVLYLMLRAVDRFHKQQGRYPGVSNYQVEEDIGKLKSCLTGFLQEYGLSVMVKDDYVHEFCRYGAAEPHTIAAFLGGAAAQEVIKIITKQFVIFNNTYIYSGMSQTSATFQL
SUMO1-SIM PPI = modulators of human SUMO1-mediated protein-protein interactions; inhibition, % at 20 µM; SUMO1 binding to a labelled peptide, TR-FRET, 1 h; P63165; 0.33% of 360,000 active; AID 602429; in the data active = inhibition above about 37%
NadD block = NadD (S. aureus) enzyme inhibition; purified NadD enzyme, colorimetric absorbance read-out; inhibition, % at 20 µM; 0.78% of 360,000 active; in the data active = inhibition above about 26%; note: some compounds past the cut are filed as inactive
Rin1 Abl inh = inhibitors of human Rin1-Abl protein interaction. AID 588664. P00519+Q13671. TR-FRET Rin1/Abl binding, biochemical. inhibition, % at 7.35 µM. 0.4% of 360,000 active; in the data active = inhibition above about 5%, passing the limit was not always enough
STEP block = blocks human striatal-enriched tyrosine phosphatase; recombinant STEP, OMFP fluorogenic substrate, fluorescence; P54829; 0.25% of 360,000 active; inhibition, % at 20 µM; AID 588621;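 active = inhibition at 20 µM, scaled per plate between control wells, above about 37%, limit read from the data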;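 note: 0% = DMSO with enzyme and substrate and 100% = substrate only without enzyme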
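System: STEP (striatal-enriched tyrosine phosphatase) enzyme, cell-free; medium: Bis-Tris pH 6.0 buffer with DTT, detergent; dosing: 20 µM, 1% DMSO; times: reaction 20 min, ambient temperature; detection: fluorescence, 480/540 nm; read-out basis: normalized % inhibition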
Rpn11 inh = blocks the human proteasome subunit Rpn11. 0.59% of 360,000 active. O00487. human 26S proteasome, Ub4-pepOG fluorescence polarization; 20S core pre-blocked with epoxomicin. AID 588493. calls only at 20 µM;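 active = inhibition at 20 µM, scaled to each plate's controls, above about 33%, limit read from the data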
CSN inh = inhibitors of human CSN-mediated cullin deneddylation | 0.38% of 360,000 active | Q92905 | inhibition, % at 12.5 µM | Purified CSN, SCF-Nedd8-OG deneddylation, fluorescence polarization;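 active = pattern-corrected inhibition above about 35%, with an unprinted fluorescence ratio check between 0.5 and 1.5, limit read from the data, passing the limit was not always enough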;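 note: 0% = enzyme with substrate and 100% = substrate without enzyme; some results filed as inactive read as strong as hits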
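Test system: purified human Csn5 enzyme expressed in HEK293T cells. Amount: 0.24 nM enzyme. Reagent: SCFSkp2-Nedd8OG substrate at 10 nM final. Schedule: 90 min incubation of compound, enzyme and substrate at room temperature. Detection: fluorescence polarization. Read-out: % inhibition of substrate cleavage by Csn5.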
LMPTP inh = blocks human LMPTP phosphatase | P24666 | recombinant LMPTP-A, OMFP fluorogenic substrate, fluorescence intensity | inhibition, % at 20 µM | 0.22% of 360,000 active | AID 651560;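 active = compounds that cut the enzyme signal by at least half of the control window in the single-dose screen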;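 note: plate controls were DMSO wells with enzyme plus substrate for no effect and substrate without enzyme for full effect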
Target sequence (P24666 whole entry, looked up): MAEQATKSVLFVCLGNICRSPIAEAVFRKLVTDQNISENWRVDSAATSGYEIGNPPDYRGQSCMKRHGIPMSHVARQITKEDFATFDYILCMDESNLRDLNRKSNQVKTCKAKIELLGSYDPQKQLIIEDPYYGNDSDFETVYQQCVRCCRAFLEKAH
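Test system: LMPTP-A phosphatase enzyme. Amount: LMPTP-A at 0.625 nM final in the reaction. Reagent: OMFP substrate, 400 µM final. Times: 50 min at room temperature. Signal: endpoint fluorescence intensity from OMFP dephosphorylation. Read-out basis: % inhibition. Benchmarks: no-enzyme and uninhibited controls.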
Scp1 inh = Scp-1 (human) phosphatase inhibition; Q9GZU7; Recombinant Scp1, phosphopeptide, malachite green phosphate absorbance; inhibition, % at 20 µM; 0.88% of 340,000 active; AID 493091;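 active = inhibition above about 50% at 20 µM, limit read from the data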;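 note: plate controls were DMSO wells with enzyme for no effect and wells lacking enzyme for full effect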
Target sequence (Q9GZU7 76-261 limits assumed): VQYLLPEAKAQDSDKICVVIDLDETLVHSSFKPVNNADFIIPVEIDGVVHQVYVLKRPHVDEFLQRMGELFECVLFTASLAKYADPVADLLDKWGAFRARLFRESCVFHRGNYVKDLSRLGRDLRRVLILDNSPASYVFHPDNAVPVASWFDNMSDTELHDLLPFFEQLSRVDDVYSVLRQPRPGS
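Test system: SCP-1 catalytic domain; Buffer or medium: Acidic Tris acetate buffer with magnesium and detergent; Also added: Phosphorylated 17-residue peptide substrate; Compound: single 20 µM dose, 1% DMSO; Schedule: enzyme reaction 45 min at room temperature, colour 5 min, stabilisation 30 min; Signal: Phosphate-binding colour reagent, absorbance read at 630 nm.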
DNMT1 inh = blocks human DNA methyltransferase DNMT1; P26358; DNMT1 molecular beacon, Hinp1I cleavage, fluorescence; inhibition (reported as % activation of signal), % at 10 µM; 0.83% of 360,000 active; in the data active = inhibition above about 50%
Active calls of the source: *; i = inactive; / = not tested or not shown; + = active, no number.

Order of values: Neddyl block	SUMO1-SIM PPI	NadD block	Rin1 Abl inh	STEP block	Rpn11 inh	CSN inh	LMPTP inh	Scp1 inh	DNMT1 inh
> N#CC12CNCC1CN=N2 (centres undefined)
 : i	-4	-9	-1	-4	i	1	-2.3	-11	-1
> Cc1ccc(OCC(=O)N2CCN(C)CC2)c(Br)c1
 : i	-2	3	1	-6	i	-3	-0.6	-4	2
> CCCCn1nnnc1C(C1CC1)N1CCC2(CC1)C(=O)NCN2c1ccccc1 (centres undefined)
 : i	0	-2	2	-1	i	2	0.1	/	-3
> CCNc1nc2[nH]c(=O)c3c(c2s1)OC(N)=C(C#N)C3c1cccs1 (centres undefined)
 : i	21	-1	-2	-2	i	7	-1.1	-4	3
> CC(=O)N1CCN(CCN=Cc2c(O)n(-c3ccc(F)cc3)c(=S)[nH]c2=O)CC1
 : i	0	2	2	-2	i	-2	-3.3	-15	1
> COC(=O)C1=C(c2ccccc2)C[C@@H]2CC[C@H]1N2C(=O)NCCCOC(C)C
 : i	2	-4	3	4	i	0	0.4	0	0
> CCOC(=O)c1ccc(N2C(=O)CC(N3CC=C(c4ccc(F)cc4)CC3)C2=O)cc1 (centres undefined)
 : i	-1	13	1	0	i	7	-1.7	-10	-14
> CN1C(=O)C(=Cc2ccccc2Oc2ccc(Cl)cc2)C(=O)N(C)C1=O
 : i	3	3	4	-2	i	4	2.3	0	5
> COc1ccc(OC)c(N2Cc3ccccc3C2=N)c1
 : i	-7	-10	-2	-1	i	1	-1.7	-5	2
> Cc1cc(=O)[nH]c(CCl)n1
 : i	-3	-3	4	1	i	-4	-0.6	-4	4
> O=c1[nH]c2ccccc2n1C1CCN(C(c2cc3ccccc3o2)c2nnnn2-c2ccc3c(c2)OCCO3)CC1 (centres undefined)
 : i	-15	20	2	0	i	-4	4.2	/	-19
> COc1ccc(C(=O)C(C)(C)NO)cc1
 : i	-3	-2	0	-6	i	-5	-3.7	-12	-13
> CN1CCN(c2ccc([N+](=O)[O-])c(Sc3ccccn3)c2)CC1
 : i	-31	-2	-7	-1	i	4	-1.2	-5	-2
> Cc1nc2nc(C)c(CCC(=O)N3CCC4(CC3)OCCO4)c(C)n2n1
 : i	-1	8	5	-2	i	3	-1.6	0	3
> Cc1cccn2c(=O)c3cc(C(=O)N4CCC5(CC4)OCCO5)n(C)c3nc12
 : /	-14	0	0	-2	+	-6	0.0	-7	3
> COc1ccccc1NC(=O)c1cn(CCC#N)nc1-c1ccc(F)cc1
 : i	0	-2	0	-2	i	-3	-0.5	0	2
> CCC(=O)c1ccc(OC(=O)N(C)c2ccccc2)cc1
 : i	4	-2	0	2	i	-8	0.5	-4	1
> O=C1N(c2ccc(Cl)cc2)C(c2cccnc2)N2CCCN12 (centres undefined)
 : i	1	-2	2	-1	i	-2	0.8	-3	3
> CN(Cc1ccccc1)Cc1ccccc1OC(=O)N(C)C
 : i	3	-3	-7	-1	i	-5	-1.2	-4	-1
> COC(=O)C1=C(c2cccc(C#N)c2)C[C@@H]2CC[C@H]1N2C(=O)N1CCC(O)CC1
 : i	2	-2	-1	-3	i	4	0.1	-4	3
> CN(C)Cc1c[nH]c2ccc([N+](=O)[O-])cc12
 : i	-11	0	0	0	i	3	-0.8	-10	1
> O=C(C(=O)N1CCOCC1)c1cn(Cc2ccccc2F)c2ccccc12
 : i	0	-6	0	-3	i	2	-0.5	-8	1
> CCC1(CC)C(=N)N(C)C(=O)NC1=O
 : i	-3	-9	-1	2	i	-1	-3.4	-10	5
> O=C(NC(=S)N1C[C@H]2C[C@H](C1)c1cccc(=O)n1C2)c1ccc(Cl)cc1
 : i	1	-2	2	-3	i	-3	-1.2	1	1
> COc1ccc(C2C(C(=O)N3CCC4(CC3)OCCO4)c3cc(OC)c(OC)cc3C(=O)N2C)cc1 (centres undefined)
 : i	2	-2	-1	0	i	3	-0.8	-7	0
> C[C@@H]1CN([C@@H](C)CO)C(=O)CCCn2nncc2CO[C@@H]1CN(C)C(=O)Oc1ccccc1
 : i	5	3	-1	-3	i	-5	-0.9	/	0
> c1csc(CN2CCNCC2)c1
 : i	-6	1	-4	0	i	3	-9.3	-9	2
> CCCC1(CC(C)CC)C(=O)NC(=O)NC1=O (centres undefined)
 : i	6	-2	0	0	i	-3	-1.3	/	1
> Cc1nn(CC(C)C)c(Cl)c1C(=O)NC1CCC(C)CC1 (centres undefined)
 : i	1	-3	-2	2	i	1	-0.9	6	0
> CCOP(=O)(OCC)C(NC(=O)C(C)C)C(Cl)(Cl)Cl (centres undefined)
 : i	-2	-4	-5	1	i	-1	-0.3	0	2

Part of the list above, showing only SUMO1-SIM PPI.
SMILES	SUMO1-SIM PPI
C[C@@H]1CN([C@@H](C)CO)C(=O)CCCn2nncc2CO[C@@H]1CN(C)C(=O)Oc1ccccc1	5
O=C(C(=O)N1CCOCC1)c1cn(Cc2ccccc2F)c2ccccc12	0
COc1ccc(OC)c(N2Cc3ccccc3C2=N)c1	-7
N#CC12CNCC1CN=N2 (centres undefined)	-4

Going on with the list:
Order of values: Neddyl block	SUMO1-SIM PPI	NadD block	Rin1 Abl inh	STEP block	Rpn11 inh	CSN inh	LMPTP inh	Scp1 inh	DNMT1 inh
> COc1cc(CN2CCN(c3cc(C)ccc3C)CC2)ccc1O
 : i	-4	-5	-1	24	i	0	-1.7	5	-4
> Cn1c(O)c(C=NC2CCCCC2)c(=O)[nH]c1=S
 : i	4	-4	2	1	i	2	-1.0	-3	0
> CCOP1(=S)Oc2cc3c(cc2C(C(=O)OC)(C(F)(F)F)O1)OCO3 (centres undefined)
 : i	-1	-6	0	8	i	-4	1.5	-21	0
> O=C1NC(=O)N(CCc2ccc(F)cc2)C(=O)/C1=C\C=C\c1ccccc1
 : i	24	36*	2	-2	i	15	0.1	-5	9
> O=C1CCN(C(=O)Cc2ccccc2[N+](=O)[O-])CC1
 : i	-10	-6	3	0	i	8	-0.5	12	3
> O=C1NC(=S)NC(=O)C12C(c1ccc(F)cc1)NC(=S)NC2c1ccc(F)cc1 (centres undefined)
 : i	12	1	-2	1	i	11	-1.9	0	5
> C=C1C(=O)O[C@@H]2C[C@@H](C)[C@H]3C=CC(=O)[C@]3(O)C[C@@H]12
 : i	53*	-3	8	-1	i	10	0.7	-8	-31
> C(CCc1nn[nH]n1)CCc1nn[nH]n1
 : i	3	-4	1	3	i	-10	-0.8	-2	16
> CCOC(=O)[C@]12Cc3cc(OC)ccc3[C@H]1N(C)C(=O)c1cc(OC)ccc12
 : i	11	0	/	/	/	-2	-0.9	/	/
> COc1ccc(/C=C2/C(=O)NC(=S)N(C3CC3)C2=O)cc1CN1C(=O)c2ccccc2C1=O
 : i	-1	7	-4	2	i	-1	-0.6	9	-10
> COCCNC(=O)Cn1cc(C(=O)c2ccccc2F)c2ccccc21
 : i	-2	-5	-2	-5	i	0	-0.6	-10	2
> CCC(C)N1C(=O)NC(=O)C2(Cc3c(ccc4ccccc34)N(C)C2)C1=O (centres undefined)
 : i	-7	5	0	0	i	0	-0.1	-8	-26
> C=C(C)[C@H]1CN[C@H](C(=O)O)[C@H]1CC(=O)O
 : i	-7	0	0	-4	i	1	-0.7	-6	5
> Cc1oc(-c2ccccc2)nc1CN1C(=O)CN=C(c2ccccc2)c2ccccc21
 : i	5	3	0	-1	i	-3	1.2	-10	-1
> CN1CCN(c2nc(Cl)ncc2F)CC1
 : i	-1	-5	3	-4	i	1	-1.9	-7	-2
> CNC(C)Cc1ccccc1Sc1ccc(O)cc1 (centres undefined)
 : i	-1	3	-4	-2	i	0	-0.6	-2	2
> Cc1cccc(NC(=O)N2CCCC2)c1
 : i	-5	2	0	-4	i	-7	-1.9	-1	2
> CCOC(=O)C1CCCN(c2ccc([N+](=O)[O-])c3nonc23)C1 (centres undefined)
 : /	-114	-2	-34	-85	i	-102	9.1	3	21
> CN1C2CCC1CC(OC(=O)CCN1CCCC1)C2 (centres undefined)
 : i	2	1	2	-5	i	-3	-2.0	-4	6
> C/C(=N\NC(=O)c1ccccc1)c1c(O)n(Cc2ccccc2)c(=O)[nH]c1=O
 : i	2	-4	-2	1	i	1	-1.3	-21	0
> CCC(=Nc1cccc(C(F)(F)F)c1)c1c(O)n(C)c(=O)n(C)c1=O
 : i	5	-3	3	-2	i	0	-1.2	-7	4
> CNS(=O)(=O)c1ccc(N=Cc2c(O)n(-c3ccc(C)cc3)c(=O)[nH]c2=O)cc1
 : i	-5	-5	0	-3	i	3	-0.2	3	2
> CNC(=O)Oc1ccc2ncccc2c1
 : i	-2	-6	-2	1	i	-18	-0.1	-13	4
> Cc1ccc(-c2cc(-c3ccc(C)cc3)[n+](C)o2)cc1
 : i	-4	0	-3	-2	i	2	-1.3	-4	0
> C[C@]1(O)CCC2C3CC[C@@H]4CC(=O)CC[C@]4(C)C3CC[C@@]21C (some centres undefined)
 : i	1	1	-1	1	i	2	-0.1	-3	0
> CC(=O)NC1C(OC(=O)Cc2ccccc2)OC(COC(C)=O)C(OC(C)=O)C1OC(C)=O (centres undefined)
 : i	-2	-6	0	0	i	5	0.7	-10	-5
> Cc1cc(/C=C2\C(=O)NC(=O)N(Cc3ccccc3Cl)C2=O)c(C)n1-c1ccc(C(=O)O)cc1
 : i	20	11	-1	2	/	20	7.0	66*	71*
> COc1cccc(C(c2nnnn2-c2ccc3c(c2)OCCO3)N2CCC(n3c(=O)[nH]c4ccccc43)CC2)c1OC (centres undefined)
 : i	-1	14	20*	2	i	3	5.0	/	-13
> O=C1NC(=O)C(C(CC(=O)c2ccccc2)c2ccccc2)C(=O)N1 (centres undefined)
 : i	-1	0	-1	2	i	2	2.1	-5	0
> ClCCN(CCCl)c1ccc(C2=NCCc3ccccc32)cc1
 : i	-32	-2	-12	-4	i	-4	6.2	5	0

Following part:
Order of values: Neddyl block	SUMO1-SIM PPI	NadD block	Rin1 Abl inh	STEP block	Rpn11 inh	CSN inh	LMPTP inh	Scp1 inh	DNMT1 inh
> C=C1C(=O)OC2CC3(C)OC3C3OC3C3=CC(OC3=O)C12 (centres undefined)
 : i	6	4	1	-1	i	2	1.6	/	30
> Cc1ccc(N2C(=O)NC(=O)/C(=C\c3ccoc3)C2=O)cc1
 : i	3	1	0	1	i	58*	-0.2	11	17
> COc1cc2c(cc1OC)C(C)NCC2 (centres undefined)
 : i	7	2	3	-1	i	3	-1.2	-12	3
> Fc1ccc(NC(=S)N2Cc3ccccc3-n3nncc3C2)cc1
 : i	-4	5	-2	2	i	3	-1.1	/	0
> COC(=O)C1=C(c2ccccc2)C[C@@H]2CC[C@H]1N2C(=O)NCc1ccc(F)cc1
 : i	-2	-11	1	-2	i	2	-2.3	0	3
> O=S(=O)(c1ccccc1)C1CN1c1c(F)c(F)c(F)c(F)c1F (centres undefined)
 : i	-1	2	/	/	/	-5	-0.9	/	/

Some of the compounds tested; the hit share may differ from the screen's.
